Source: PubChem (National Center for Advancing Translational Sciences (NCATS))
G9a inh: qHTS Assay for Inhibitors of Histone Lysine Methyltransferase G9a. AID 504332, 2011. G9a H3K9 monomethylation, AlphaScreen, 2 h. actives 8.8% (n = 350,000). Potency, µM (doses to about 102 µM), for inactives: at the highest dose activity, negative = inhibition, hits mostly inhibitors; note: potency is the fitted concentration of half-maximal effect; % is set by controls: 0 for no effect and ±100 for the full control effect; nearly all actives have a fitted effect of over 75% in size
Target sequence (Q96KQ7 913-1193 limits assumed): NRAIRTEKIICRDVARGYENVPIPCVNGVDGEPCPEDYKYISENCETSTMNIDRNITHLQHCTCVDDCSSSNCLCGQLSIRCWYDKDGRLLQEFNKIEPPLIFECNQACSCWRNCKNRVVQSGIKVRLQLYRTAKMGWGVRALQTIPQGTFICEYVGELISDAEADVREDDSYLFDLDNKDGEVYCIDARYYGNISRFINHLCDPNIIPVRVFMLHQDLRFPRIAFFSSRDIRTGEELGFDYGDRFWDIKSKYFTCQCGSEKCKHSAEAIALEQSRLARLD
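Using a bead-based AlphaScreen, monomethylated H3K9 product from 2 h room-temperature reactions (G9a 20 nM, peptide 500 nM, SAM 20 uM) was detected with 0.5 ug/mL rabbit anti-H3K9me1 antibody.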
RGS4 inhibitor: Inhibitors of Regulator of G Protein Signaling (RGS) 4: qHTS. Regulator of G-protein signaling 4 (Homo sapiens), P49798. Transcreener GDP fluorescence polarization, RGS4-accelerated GTP hydrolysis. Potency, µM (titrated, usually from 114 µM), inactives show at the top dose activity change, negative = inhibition, usual class: inhibitors. actives 0.039% (n = 390,000); note: potency is the fitted concentration of half-maximal effect; % is set by controls: 0 for no effect and ±100 for the full control effect; nearly all actives have a fitted effect of over 75% in size; some results filed as inactive show a strong effect at the top dose
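MLSMR compounds (23 nl, pin-transferred) preincubated 10 min at room temperature with a 500nM (2x) first reagent, then RGS4 at 900nM (2x) plus Transcreener GDP mix added; fluorescence polarization (620/688 nm) read before and after 90 min at 30 °C.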
GLS inhibitor: qHTS for Inhibitors of Glutaminase (GLS); Glutaminase kidney isoform, mitochondrial (Homo sapiens), O94925; GLS enzymatic activity, qHTS titration; Potency, µM (top dose mostly 45.5 µM), inactives show at the top dose activity change, negative = inhibition, actives largely listed as inhibitors; actives 0.21% (n = 410,000); AID 624170, 2012; note: potency is the fitted concentration of half-maximal effect; % is set by controls: 0 for no effect and ±100 for the full control effect
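Compounds were pin-transferred onto hKGA, after which L-glutamine (1 mM solution) and a detection mix of glutamate oxidase, HRP and Amplex Red were added. Initial and 30 min RT fluorescence reads were collected.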
BAZ2B inh: qHTS Assay for Inhibitors of BAZ2B. Potency, µM (highest dose often 114 µM), without a hit: top-dose activity change, negative = inhibition, hits mostly inhibitors. AID 504333, 2011. Bromodomain adjacent to zinc finger domain protein 2B (Homo sapiens), Q9UIF8. AlphaScreen BAZ2B-H3K14Ac peptide displacement. actives 4.4% (n = 360,000); note: potency is the fitted concentration of half-maximal effect; % is set by controls: 0 for no effect and ±100 for the full control effect; nearly all actives have a fitted effect of over 60% in size
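AlphaScreen displacement of biotin-H3(5-23)K14Ac peptide (50 nM final) from BAZ2B (50 nM final) in PBS pH 7.4, 0.01% Tween-20; complex preformed 30 min RT, then compounds (top 110 uM) 30 min RT, beads 20 min dark.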
JMJD2A Tudor: qHTS Assay for Inhibitors of JMJD2A-Tudor Domain. Lysine-specific demethylase 4A (Homo sapiens), O75164. AlphaScreen JMJD2A-Tudor / H3K4me3 peptide binding. Potency, µM (highest dose often 114 µM), for inactives: top-dose activity change, negative = inhibition, hits mostly inhibitors. actives 4.4% (n = 390,000). AID 504339, 2011; note: potency is the fitted concentration of half-maximal effect; % is set by controls: 0 for no effect and ±100 for the full control effect; nearly all actives have a fitted effect of over 50% in size
ALOX12 inh: Primary qHTS assay for inhibitors of human arachidonate 12S-lipoxygenase (ALOX12): Round 2. actives 1.1% (n = 580,000). Potency, µM (series often up to 108 µM), for inactives: at the top dose activity change, negative = inhibition, usual class: inhibitors. purified 12hLO, xylenol orange hydroperoxide absorbance. Polyunsaturated fatty acid lipoxygenase ALOX12 (Homo sapiens), P18054; note: potency is the fitted concentration of half-maximal effect; % is set by controls: 0 for no effect and ±100 for the full control effect
Target sequence (P18054 whole entry, looked up): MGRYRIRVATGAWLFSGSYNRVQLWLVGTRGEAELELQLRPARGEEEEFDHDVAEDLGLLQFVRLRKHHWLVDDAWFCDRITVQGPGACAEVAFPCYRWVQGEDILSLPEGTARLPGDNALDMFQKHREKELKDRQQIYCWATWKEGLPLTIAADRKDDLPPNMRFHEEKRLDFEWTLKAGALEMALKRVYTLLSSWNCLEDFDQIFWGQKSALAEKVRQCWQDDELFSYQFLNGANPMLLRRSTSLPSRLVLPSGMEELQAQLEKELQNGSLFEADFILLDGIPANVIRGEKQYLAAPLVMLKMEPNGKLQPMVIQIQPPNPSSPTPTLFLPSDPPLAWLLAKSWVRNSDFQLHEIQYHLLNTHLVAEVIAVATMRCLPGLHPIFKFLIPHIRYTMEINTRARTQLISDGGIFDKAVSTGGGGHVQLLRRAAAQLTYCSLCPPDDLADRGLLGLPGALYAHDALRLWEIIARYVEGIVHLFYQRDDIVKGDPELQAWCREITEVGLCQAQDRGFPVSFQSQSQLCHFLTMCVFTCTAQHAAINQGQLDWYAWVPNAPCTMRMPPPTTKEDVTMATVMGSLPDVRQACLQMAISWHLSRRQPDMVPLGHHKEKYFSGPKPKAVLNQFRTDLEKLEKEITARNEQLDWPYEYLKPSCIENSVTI
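Purified human 12hLO (150 nM final) in 25 mM Hepes, 0.01% Triton X-100, pH 7.0 was preincubated 15 min at room temperature with compound. Then 40 uM arachidonic acid was added, 30 min. Hydroperoxide was read by Fe-XO absorbance ratio 573/405 nm.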
PI4K2A inh: qHTS for small molecular inhibitors of PI4K2A | purified PI4K2A, ADP-Glo luminescence, 1 h; hits give low values | Phosphatidylinositol 4-kinase type 2-alpha (Homo sapiens), Q9BTU6 | actives 0.13% (n = 420,000) | activity change, negative = inhibition, % at 76.9 µM; in the data active = activity change below about -50%; inconclusive = mostly about -30% to -49%;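 note: -100% = wells without enzyme as full effect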
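In this quantitative HTS, ADP production by PI4K2A was quantified luminescently after 1 h at ambient temperature; 100 microM adenosine served as plate-quality control.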
HP1b chromo inh: HTS for Inhibitors of HP1-beta Chromodomain Interactions with Methylated Histone Tails; Chromobox protein homolog 1 (Homo sapiens), P83916; AlphaScreen HP1-beta / biotin-H3K9me3 peptide binding; Potency, µM (titrated, usually from 114 µM), for the others: at the top dose activity change, negative = inhibition, usual class: inhibitors; actives 0.56% (n = 390,000); AID 540317, 2011; note: potency is the fitted concentration of half-maximal effect; nearly all actives have a fitted effect of over 70% in size; inactives centre near 23
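AlphaScreen: HP1-beta (50 nM) preformed 30 min with biotin-H3(1-18)K9me3 peptide (50 nM) in PBS pH 7.4, 0.01% Tween-20. Compound added for 30 min at RT, then streptavidin donor/nickel chelate acceptor beads (10 ug/mL) for 30 min.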
ERG Ets-DNA blk: qHTS for Small Molecule Inhibitors of the ERG Ets/DNA interaction | Potency, µM (top dose mostly 76.9 µM), for the others: top-dose FP activity, negative = inhibition, most hits filed as inhibitors | actives 0.028% (n = 370,000) | Transcriptional regulator ERG (Homo sapiens), P11308 | fluorescence polarization, His-ERG Ets domain / labelled DNA; active = well fitted inhibition curve with a large enough effect in the polarisation, with a control signal flat; inconclusive = small, poorly fitted or top-dose-only effect, or effect the other way, or a change in a side signal; inactive = no such curve, though single readings can be large or run the other way; the % refers to the polarisation;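 note: polarization taken with two DNA probes labelled with fluorescein and Texas red; potency is the fitted concentration of half-maximal effect; % of control where 0% means no effect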
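His-tagged ERG Ets domain (1 uM in the protein solution; 300mM KCl, 50mM Tris-HCl, 1mM EDTA, 1mM DTT, pH 7.5) received compound, then a probe mix of 5 nM fluorescein-DNA and 100nM Texas-615-DNA. Fluorescence polarization was read for both dyes.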
The depositor's hits bear a star; u = inconclusive; x = no result given; [ ] = dose if it differs, or a comment. Unless noted, calls come from the whole dose curve; as a rule, active = well fitted curve in the direction sought with a large enough effect; inconclusive = small, poorly fitted or top-dose-only effect, or another doubt; inactive = no such curve, though single readings can be large; an effect the other way counts as inactive or inconclusive. A portion of the library; the hit share may differ from the screen's.

SMILES,G9a inh,HP1b chromo inh,BAZ2B inh,ALOX12 inh,PI4K2A inh,JMJD2A Tudor,ERG Ets-DNA blk,GLS inhibitor,RGS4 inhibitor
COc1ccccc1/C=C/CN1CCCC(CCC(=O)NCc2ccc(F)c(F)c2)C1 (stereo unspecified),-2%,29%,2%,-17%,3,-2%,-5%,-1%,-19%
O=S(=O)(c1cccs1)N1CCN(CC(O)COC2CCCc3ccccc32)CC1 (stereo unspecified),18µM*,u,50µM*,u,-3,4µM*,-11%,-1%,-22%
COCCn1c(SCCN2CCCCC2)nc2ccccc2c1=O,u,u,u,-21%,3,2.2µM*,3%,9%,4%
CC(=O)N(C)c1ccc(NC(=O)Cc2cccc3ccccc23)cc1,x,9%,x,u,0,-7%,-4%,8%,-14%
Cc1ccc(-c2nnn(CC(=O)N(CCN3CCOCC3)C(C(=O)NC(C)(C)C)c3ccco3)n2)cc1 (stereo unspecified),x,-18%,-16%,5%,6,-20%,-6%,8%,1%
CCNc1nc(N)nc(Oc2ccc(C(=O)OC)cc2)n1,24%[59 µM],24%,7%,3%,-3,-2%,-1%,4%,7%
COc1ccc(NC(=O)/C(=C/c2ccc(OC(C)=O)c(OC)c2)NC(C)=O)cc1,-17%[59 µM],34%,8%,1%,-4,1%,x,2%,-35%
CSCC[C@H](NC(=O)C1CCN(C(=O)[C@@H](N)Cc2ccccc2)CC1)C(=O)O,u,19%,-2%,0%,2,-1%,-9%,-8%,17%
CSc1nnnn1-c1ccc(C(=O)O)cc1,-30%,30%[activator],5%,-25%,2,-7%,-6%,19%,15%
CCN1C(=O)[C@H]2[C@H]3CN=C(SCc4ccc(C#N)cc4)N3[C@@](Cc3ccccc3)(C(=O)OC)[C@H]2C1=O,x,34%,x,-41%,3,-36%,6%,-5%,-28%
Cc1cc(=O)oc2ccc(OCC(=O)N3CCc4ccccc43)cc12,36%,52%[activator],20%,9%,5,3%[11.4 µM],-8%,-11%,-7%[11.4 µM]
CC1CC(CC(=O)NC(=S)Nc2ccccc2Cl)C(=O)O1 (stereo unspecified),-50%,64%[activator],-14%,-19%,-3,-25%,-13%,2%,-17%
CCOC(=O)N1CCN(C(=O)/C(=C/c2ccc(OC)c(OC)c2)NC(=O)c2ccccc2)CC1,11%[0.501 µM],12%,7%,-11%,1,-9%[57.1 µM],-3%,4%,-16%
COCCSc1nnc(NC(=O)C2CC(=O)N(c3ccc(OC)cc3)C2)s1 (stereo unspecified),17%[59 µM],42%[activator],-12%,6%,5,0%,3%,0%,-21%
COc1ccccc1N1C(=O)S/C(=C\c2cc(C)n(C)c2C)C1=O,x,-5%,u,-16%,10,u,12%,-6%,-6%
O=c1c2cc(N3CCOCC3)ccc2[nH]c(=S)n1CCCN1CCCC1,u,u,3%,u,-4,79µM*,-7%,30%[activator],4%
Cc1ccc(C)n1-c1ccsc1C(=O)CC#N,-50%,15%,-38%,-15%,0,-11%,1%,1%,9%
CCC(=O)Nc1c(C(=O)N2CCN(c3ccccn3)CC2)cnn1-c1ccc(Cl)cc1,-12%[59 µM],30%,4%,12%,-1,-13%,x,8%,-25%
O=C(NCCCNCCCNC(=O)c1ccccn1)c1ccccn1,-41%[2.33 µM],53%[activator],-30%,-4%,2,12%,7%,-5%,9%
CC(=O)Nc1ccc(S(=O)(=O)NNC(=O)CCc2ccccc2)cc1,-29%[12.7 µM],29%,27%,u,-2,-21%,10%,1%,-7%
CCn1ccc2cc(S(=O)(=O)N3CCCN(C(=O)NCC(C)C)CC3)ccc21,5%[59 µM],24%[57 µM],5%,-18%,-2,-2%,-5%,5%,-27%
CCCC1(C(=O)OCC)NC(c2ccc(N(C)C)cc2)C2C(=O)N(c3ccccc3)C(=O)C21 (stereo unspecified),8.9µM*,4%,-38%,-11%,1,u,-1%,-1%,-11%
OC(Cn1cncn1)c1ccc(Cl)cc1Cl (stereo unspecified),2%[59 µM],36%,8%,-23%,-4,-9%,14%,1%,-30%
O=C(Nc1ccccc1)c1cccnc1N1CCOCC1,37%[59 µM],-7%,-5%,-55%,1,u,1%,18%,28%
C/C(=N\N1CCN(Cc2ccc(C)cc2)CC1)c1ccco1,9%,-5%,-29%,2%,4,-24%,3%,6%,6%
CCS(=O)(=O)c1nc(S(=O)(=O)c2ccc(C)cc2)c(NC)s1,-1%[59 µM],6%,1%,-21%,-2,-11%,3%,1%,13%
O=C(c1cn(-c2ccccc2)nc1-c1cccnc1)N1CCN(S(=O)(=O)c2ccccc2F)CC1,-2%[12.7 µM],58%[activator],-6%,-2%,0,-17%,4%,-3%,-25%
COc1ccc(C(=O)N2CCNC(=O)C2CC(=O)Nc2cccc(Cl)c2Cl)cc1 (stereo unspecified),-5%,22%,12%,8%,-2,-7%,-3%,5%,-11%
O=C(CCC(=O)OCC(=O)c1ccc(Br)cc1)NC1CCCCC1,8%,60%[activator],3%,-14%,0,4%,6%,-9%,-16%
CCOc1ccc(N(CC(=O)NCc2cccc(OC)c2)S(=O)(=O)c2c(C)noc2C)cc1,-10%[59 µM],23%,7%,-1%,-1,-4%,-5%,-2%,12%
CCN(CC)S(=O)(=O)c1cccc(-c2nnc(SCC(=O)c3cc(C)n(C)c3C)o2)c1,-4%,u,-3%,16%,-5,-10%,-1%,4%,-3%
COCCCn1c(SCc2cc(=O)[nH]c3ccccc23)nnc1-c1ccco1,-1%[12.7 µM],-13%,9%,x,5,-26%,-8%,5%,-21%
Cn1c(-n2c(-c3ccco3)nc3ccccc3c2=O)nc2ccccc21,u,52%,-3%,17%,1,2%,-4%,2%,-5%
CCOc1ccccc1NC(=O)c1ccccc1N(C)S(=O)(=O)c1ccc(C)cc1,x,18%,x,35%[activator],-2,-5%,12%,5%,-21%
C=CCn1c(O)c(N=NC(=S)Nc2cccc(C)c2)c2ccccc21,14µM*,u,3.2µM*,-24%,-8,8.9µM*,x,7%,-23%
O=[N+]([O-])c1cccc(S(=O)(=O)N2CN(c3ccc(Br)cc3)c3nc4ccccc4nc32)c1,x,0%,x,u,2,-11%,-20%,2%,2%
CCOC(=O)/C(=N\Nc1ccccc1Cl)N1CCN(Cc2ccccc2)CC1,-11%,3%,-24%,-19%,1,-16%,x,24%,13%
Cc1ccc(OCC(=O)N2CCC(N3CCCCCC3)CC2)cc1,u,-46%,56µM*,-33%,7,6.3µM*,-2%,19%,-27%
CN(Cc1ccccc1)C(=O)COC(=O)C12CC3CC(CC(Br)(C3)C1)C2,x,54%[activator],x,1%,-4,38%[activator],63%[activator],-2%,u
COc1ccc(-c2c[n+](CC(=O)c3ccccc3)c3n2CCCCC3)cc1,14%[12.7 µM],21%,0%,0%,4,-19%,-8%,-4%,16%
Cc1ccc(-c2nn(-c3ccccc3)cc2/C=N/NC(=O)CSc2nnc(C)n2-c2ccccc2)cc1,18%[2.33 µM],11%,-4%,439%[activator],6,-27%,3%,6%,-17%
O=C(c1cccc(-c2ccc(O)cc2)c1)N1CCOCC1,14%[59 µM],23%,6%,0%[57.4 µM],-2,11%,-3%,24%,-19%
COCc1[nH][nH]c(=O)c1C=Nc1ccc(C(F)(F)F)cc1,u,19%,-33%,-4%,-4,-18%,3%,-1%,-16%
CCCCNC(=O)COC(=O)c1ccc(C)c(NC(=O)c2ccco2)c1,-1%,22%,x,5%,3,-4%,-7%,-10%,14%
Cc1c(Cl)cccc1-n1c(SCC(=O)N2CCC(C(=O)O)CC2)nnc1-c1ccncc1,-5%,31%,-9%,18%,4,-1%,-5%,-8%,-11%
O=C(CCc1nc2ccccc2c(=O)[nH]1)OCc1nnc(-c2ccccc2)o1,u,35%,-12%,-13%,-5,-17%,5%,-7%,5%
CN(C(=O)CSc1ncnc2sccc12)C1CCCCC1,14%[12.7 µM],25%,5%,314%[activator],-5,-8%,-19%,4%,-6%
CC(Sc1nnc(CN2CCCC2)n1Cc1ccccc1)C(=O)Nc1ccccc1 (stereo unspecified),8%[0.501 µM],22%,-24%,u,-7,-23%,17%,5%,5%
CCc1ccc(OCC(=O)NC2CCCCC2)c(Br)c1,u,108%[activator],-17%,-3%,6,95%[activator],-9%,-11%,-11%
